# Screening results (PubChem)
# pAkt inh = Akt phosphorylation inhibition; AID 651550; Neuro2A IGF-stimulated pAkt S473 HTRF, 20 min; hits give low values; activity change, % for hits at 50 µM; hit rate 0.32% among 360,000; in the data active means activity change below about -80%; inconclusive means mostly about -51% to -80%; further: on the % scale 0 is the no-effect control and ±100 the full control effect
#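 Single-point screen (50 µM final compound) in Neuro2A cells stimulated 20 min with 6 nM IGF at 37 deg C. After lysis, Ser473-phosphorylated Akt read by HTRF (ex 330 nm, em 615/665 nm) as the 665/615 ratio.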
# Mm-Cpn inhibitor = blocks the Methanococcus maripaludis chaperonin Mm-Cpn | purified Mm-Cpn ATPase, ADP Transcreener TR-FRET | hit rate 0.031% among 330,000 | Potency, µM (highest dose often 76.9 µM), for inactives: at the highest dose activity, negative = inhibition, most hits filed as inhibitors; further: potency means the concentration at half of the fitted maximal effect; on the % scale 0 is the no-effect control and ±100 the full control effect; nearly all actives have a fitted effect of over 80% in size
#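 Compound-treated chaperonin, 25 nM final, turns over 10 uM ATP at 37°C for 30 min following a 10 min preincubation; ADP generated competes with ADP-d2 for Eu-cryptate antibody, lowering FRET.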
# Nrf2 activator = activators of Nrf2 (ARE) signaling | AREc32 ARE-luciferase reporter (MCF7-derived line), luminescence, 24 h | Potency, µM (titrated, usually from 46.1 µM), for the others: at the highest dose activation, most hits filed as activators | hit rate 0.31% among 410,000 | AID 624171; further: potency means the concentration at half of the fitted maximal effect; % of control where 0% means no effect; nearly all actives have a fitted effect of over 65% in size
#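 Quantitative high-throughput format: AREc32 reporter cells, 1000 per well, received compound by pin transfer and were incubated 24 hr at 37 deg C, 5% CO2, before Steady-Glo luminescence detection.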
# A549 viability = counter-screen for Nrf2 inhibitors: cytotoxicity in A549 cells; A549 ARE-Fluc cells, CellTiter-Fluor viability, 18-24 h; Potency, µM (top dose mostly 46 µM), for the others: top-dose activity change, negative = cytotoxicity, usual class: inhibitors; hit rate 0.16% among 390,000; AID 504648; further: potency means the concentration at half of the fitted maximal effect; on the % scale 0 is the no-effect control and ±100 the full control effect
#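 Cytotoxicity counterscreen: CellTiter-Fluor fluorescence was measured in A549 ARE_Fluc cells after 18-24 h of compound exposure in a concentration series. The subsequent BugLite luminescent read reports ARE-luciferase activity.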
# HepG2 tox = kills HepG2 cells in TGF-b inhibitor counter-screen | Potency, µM (top dose mostly 46.1 µM), for the others: at the highest dose activity change, negative = cytotoxicity, actives largely listed as cytotoxic | hit rate 0.76% among 410,000 | HepG2 CAGA-GFP viability, ATP luminescence, 18 h; further: potency means the concentration at half of the fitted maximal effect; some results filed as inactive show a strong effect at the top dose
#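 CellTiter-Glo luminescence gave cytotoxicity after 18 hours at 37 degrees C. The cells were HepG2 CAGA-GFP in 1% FBS DMEM, stimulated with 500 pg/mL TGF-beta after compound addition. %Activity was normalised to no-cell wells (complete cell-killing) and DMSO (no toxicity), and curves were fitted and classified.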
# Abeta yeast res = A-beta toxicity reversal in yeast. yeast expressing A-beta42, growth rescue, OD600, 48 h; response scale: 0% DMSO, 100% iron-clioquinol control. Potency, µM (series often up to 46.1 µM), without a hit: at the highest dose growth rescue, hits mostly activators. hit rate 0.063% among 410,000; further: potency means the concentration at half of the fitted maximal effect; nearly all actives have a fitted effect of over 55% in size
#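 Yeast growth medium received pinned compounds, then yeast cells expressing toxic A-beta were added; plates incubated at 30 C for 48 hr. Growth read as absorbance at 600 nm, normalized to DMSO and equimolar FeCl3 plus clioquinol controls.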
# TGFb inhibitor = blocks TGF-b signaling. HepG2 CAGA-GFP TGF-b/SMAD3 reporter, GFP fluorescence, 18 h; TGF-beta stimulated, 500 pg/mL final. Potency, µM (top dose mostly 46.1 µM), for the others: top-dose activity, negative = inhibition, actives largely listed as inhibitors. hit rate 1.2% among 410,000; further: potency means the concentration at half of the fitted maximal effect; on the % scale 0 is the no-effect control and ±100 the full control effect; nearly all actives have a fitted effect of over 65% in size
#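 HEPG2 CAGA-GFP cells (1000/well, DMEM with 1% FBS) were pre-incubated 2 h at 37 degrees C, given compound by pin tool, then stimulated with TGF-beta at 500 pg/mL final for 18 h before per-cell GFP fluorescence imaging.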
# Nrf2 block = blocks Nrf2 signaling; A549 ARE-Fluc reporter, luciferase luminescence, 18-24 h; Potency, µM (highest dose often 46 µM), for inactives: top-dose activity change, negative = inhibition, hits mostly inhibitors; hit rate 2.1% among 360,000; AID 504444; further: potency means the concentration at half of the fitted maximal effect; on the % scale 0 is the no-effect control and ±100 the full control effect; nearly all actives have a fitted effect of over 60% in size
#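 Concentration-response testing used A549 ARE_Fluc cells at 5000 cells/well. Following an 18-24 h compound incubation, viability was read by fluorescence (Ex 405/Em 525) and luciferase output by luminescence.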
# CCT modulator = changes cytosolic chaperonin activity; purified chaperonin ATPase assay, HTRF ADP detection, 30 min; activity change, % (no concentration beside the values), hits read low; hit rate 0.3% among 360,000; AID 651819; in the data active means activity change below about -30%; further: on the % scale 0 is the no-effect control and ±100 the full control effect
#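 First, chaperonin was dispensed at 40 nM or 20 nM final depending on batch activity. Next, compounds were pinned at 76 uM and ATP added at 10 uM. After 30 min at 37 °C, ADP detection reagents ran 30 min at ambient temperature.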
# * hit, by the source's call; i = inactive; ? = inconclusive; / = not tested or not shown; & = joins results of further samples; [ ] = dose if it differs, or a comment. Unless noted, the call rests on the fitted dose curve; in most records, active means well fitted curve in the direction sought with a large enough effect; inconclusive means small, poorly fitted or top-dose-only effect, or another doubt; inactive means no such curve, though single readings can be large; an effect the other way counts as inactive or inconclusive.
SMILES,pAkt inh,Mm-Cpn inhibitor,Nrf2 activator,A549 viability,HepG2 tox,Abeta yeast res,TGFb inhibitor,Nrf2 block,CCT modulator
O=[N+]([O-])c1cnn(-c2nc(-c3ccccc3)cc(C(F)(F)F)n2)c1,i,3%,-0.2%,4%,-11%,-21%,17%,6%,0.4
Cc1ccc(C(=O)NS(=O)(=O)c2ccccc2)cc1,i,-1%,0.4%,-1%,11%,?,4%,3%,1.9
O=C(CSc1c2c(nc3cc(Cl)ccc13)CCCC2)N1CCN(c2ccccc2)CC1,/,/,-1.7%,?,-90%,-16%,?,?,/
O=S1(=O)N=C(N(CCO)/N=C/c2ccncc2)c2ccccc21,i,-1%,0.4%,11%,4%,-17%,4%,-2%,1.1
O=C(CCN1CCN(c2ccccc2)CC1)N/N=C/c1ccc([N+](=O)[O-])o1,i,-4%,11%,?,-64%,-6%,?,21µM*,-0.5
CC1CCCN(C(=O)C2CCCN(S(=O)(=O)c3cccc4nsnc34)C2)C1 (stereo not drawn),i,1%,-1.0%,-3%,2%,-6%,-13%,-7%,-0.8
CN(CCc1ccccc1)Cc1nc(-c2cnccn2)no1,i,-19%,-0.5%,1%,-2%,13%,6%,1%,-0.6
COc1ccccc1CNC(=O)COC(=O)c1ccc([N+](=O)[O-])o1,i,1%,8.4%,-2%,-7%,-38%[inhibitor],-7%,-20%,3.0
Cn1c(=O)n(Cc2ccccc2)c(=O)c2c1nc1n2CCCN1Cc1ccccc1,i,-7%,-0.2%,0%,43%,1%,0%,/,2.3
CCCCN(C(=O)Oc1ccccc1)C1CCS(=O)(=O)C1 (stereo not drawn),i,1%,-0.3%,8%,12%,-7%,13%,0%,-1.8
COc1ccc(-n2nc3c(N4CCC(C(=O)NCC(C)c5ccccc5)CC4)nnc(C)c3c2C)cc1 (stereo not drawn),i,-3%,17%,-12%,-36%,1%,?,7%,-0.1
O=C(Nc1ccc(Cl)cc1)c1ccsn1,i,1%,11µM*,0%,-6%,-5%,12%,/,0.6
O=C(CCNS(=O)(=O)c1ccccc1C(F)(F)F)NCC(c1ccco1)N1CCCCC1 (stereo not drawn),i,-1%,0.2%,0%,-1%,-9%,15%,0%,-1.0
Cc1ccsc1/C=C(\C#N)C(=O)NCc1ccco1,i,2%,0.5%,-2%,7%,8%,2%,5%,-0.1
O=C(CNC(=S)N(Cc1ccccc1)Cc1cccnc1)NC1CCCC1,i,3%,-0.6%,1%,18%,1%,1%,-2%,0.9
O=C(CSc1nnc(NC(=O)C2CCCCC2)s1)NCc1ccco1,i,-1%,3.5%,0%,0%,3%,-11%,2%,-0.3
CCc1ccc(-c2cn3c(n2)sc2cc(C(=O)NCCC4=CCCCC4)ccc23)cc1,/,/,5.1%,-4%,-39%,10%,?,13%,/
Cc1ccc(OCC(=O)Nc2ccc3c(c2)sc(=O)n3C)cc1,/,/,0.1%,11%,-5%,-6%,1%,?,/
CC(C)C(=O)NC(=S)Nc1ccc(CN2CCOCC2)cc1,i,0%,-0.8%,8%,-11%,0%,-12%,4%,2.6
C=CCn1c(C)cc(C(=O)CSc2nnc3n(CCC)c(=O)c4ccccc4n23)c1C,i,/,-0.5%,-1%,1%,3%,-19%,4%,0.1
Cc1cccc(Sc2nc(-c3ccccc3)ncc2C(=O)O)c1,i,0%,-0.4%[9.22 µM],1%,-17%,-6%,2%,-10%,-0.7
Cn1c(-c2ccc(F)cc2)cnc1SCC(=O)NCc1ccco1,i,-5%,2.3%,-4%,1%,19%,7%,-9%,-0.5
OCCn1c(-c2ccc(F)cc2)csc1=Nc1ccccc1,i,2%,1.6%,6%,-3%,-23%,-17%,4%,-4.6
CCc1cccc(C)c1NC(=S)NCc1ccccc1,i,3%,-0.6%,1%,-21%,0%,-3%,3%,-3.4
COC(=O)c1ccc(C(=O)OC)c(NC(=O)COc2ccccc2OC)c1,/,-2%,0.0%,1%,-5%,4%,-1%,3%,-1.5
CCn1c(NCCc2ccc(OC)c(OC)c2)nc2c1c(=O)n(C)c(=O)n2C,i,0%,3.3%,-6%,-3%,-4%,-11%,?,-1.6
COc1ccc(C(=O)N/N=C/C2CC=CCC2)cc1OC (stereo not drawn),i,-1%,2.6%,-2%,6%,4%,-4%,-12%,0.5
COc1ccc2sc(C)cc(=O)c2c1,i,/,3.0%,/,-5%,11%,-5%,/,-3.0
O=C(CSc1nnc(Cc2ccccc2)o1)Nc1cccc(F)c1,i,2%,-1.0%,6%,-11%,14%,-2%,5%,-1.8
O=c1c2sc3nc(N4CCOCC4)c4c(c3c2ncn1CCc1ccccc1)CCCC4,i,2%,-0.6%,10%,0%,?,5%,0%,2.8

# Next section; the last 6 above are carried over.
SMILES,pAkt inh,Mm-Cpn inhibitor,Nrf2 activator,A549 viability,HepG2 tox,Abeta yeast res,TGFb inhibitor,Nrf2 block,CCT modulator
COC(=O)c1ccc(C(=O)OC)c(NC(=O)COc2ccccc2OC)c1,/,-2%,0.0%,1%,-5%,4%,-1%,3%,-1.5
CCn1c(NCCc2ccc(OC)c(OC)c2)nc2c1c(=O)n(C)c(=O)n2C,i,0%,3.3%,-6%,-3%,-4%,-11%,?,-1.6
COc1ccc(C(=O)N/N=C/C2CC=CCC2)cc1OC (stereo not drawn),i,-1%,2.6%,-2%,6%,4%,-4%,-12%,0.5
COc1ccc2sc(C)cc(=O)c2c1,i,/,3.0%,/,-5%,11%,-5%,/,-3.0
O=C(CSc1nnc(Cc2ccccc2)o1)Nc1cccc(F)c1,i,2%,-1.0%,6%,-11%,14%,-2%,5%,-1.8
O=c1c2sc3nc(N4CCOCC4)c4c(c3c2ncn1CCc1ccccc1)CCCC4,i,2%,-0.6%,10%,0%,?,5%,0%,2.8
CCC/C(O)=C1\C(=O)CC(C)(C)CC1=NCCO,i,0%,-0.2%,-3%,2%,5%,0%,/,-2.6
Oc1ccc(N=Nc2ccc(Br)cc2)c(O)c1,i,-2%,0.2%,-13%,-1%,-58%[inhibitor],?,1%,1.2
O=C(CCS(=O)(=O)c1cc2c(cc1Cl)NC(=O)CO2)NCCc1ccccc1,i,-2%,-0.6%&-1.3%,3%&1%,-5%&-15%,-1%&-16%,1%&-4%,-23%&9%,-0.3
COc1ccc(-c2cn[nH]c2-c2ccc(OCC(=O)NN)cc2O)cc1,i,0%,-0.1%,0%,-3%,-20%,1%,-1%,0.0
O=[N+]([O-])c1cc(-c2nnc(C34CC5CC(CC(C5)C3)C4)o2)cc([N+](=O)[O-])c1,i,1%,0.7%,?,-2%,4%,2%,?,0.8
CC(C)Cc1nn2c(=O)cc(COC(=O)c3cccc(NS(C)(=O)=O)c3)nc2s1,/,/,-0.7%,4%,3%,-12%,1%,/,/
O=C(O)c1cn(CCOc2ccccc2Cl)c2ccccc12,i,2%,-0.1%,0%,-10%,1%,1%,-1%,0.9
Cc1cc(C)cc(N2CC(c3nc(-c4cccc(Cl)c4)no3)CC2=O)c1 (stereo not drawn),/,/,1.0%,-3%,-24%,9%,?,-19%,/
O=C(Nc1ccc(N2CCN(C(=O)c3ccccc3)CC2)c(Cl)c1)c1ccco1,i,-2%,-0.6%,0%,-21%,-5%,-12%,?,1.0
O=C(COC(=O)c1cccnc1Cl)NC1CCCc2ccccc21 (stereo not drawn),i,0%,-0.8%,1%,-1%,?,28%,3%,-1.4
CCc1cccc(NC(=O)C2CCC(CNS(=O)(=O)c3ccc(Br)s3)CC2)c1 (stereo not drawn),/,/,5.4%,-9%,-21%,-51%[inhibitor],-1%,-22%,/
O=C(O)c1ccc(/C=N/NC(=S)NCCN2CCOCC2)cc1,i,-2%,0.0%,3%,-7%,-13%,-5%,1%,-1.2
c1csc(Cc2nn3c(-c4ccncc4)nnc3s2)c1,i,0%,-0.9%,/,1%,-15%,-8%,-24%,0.6
C[C@H](NC(=O)c1nc[nH]c1C(=O)N1CCN(c2ccccc2)CC1)C(=O)OC(C)(C)C,i,-2%,0.2%,7%,-7%,-5%,-7%,-8%,1.0
Cc1ccc(CNC(=O)c2cc(S(=O)(=O)N3CCCCC3)ccc2N2CCOCC2)cc1,i,1%,-0.9%,?,-2%,0%,-6%,21µM*,-0.3
COc1cc(C(=O)COC(=O)c2ccc3c(c2)OCCO3)cc(OC)c1OC,i,/,0.2%,/,-15%,-20%,-11%,/,0.0
COc1ccc(Cl)c(Cn2c(NCC(C)O)nc3c2c(=O)n(C)c(=O)n3C)c1 (stereo not drawn),i,-1%,2.4%,-7%,3%,0%,-7%,-25%,-0.2
CNC(=O)C1CCN(S(=O)(=O)c2c(C)noc2/C=C/c2ccc(C)cc2)CC1,i,-2%,-0.4%,-2%,-2%,2%,-7%,5%,0.6

# This is a random part of the collection; 4.3% or so of the library scored in one or more.
